Lipid storage S3 – qHTS Assay for Lipid Storage Modulators in Drosophila S3 Cells. Drosophila S3 cells, BODIPY lipid droplet fluorescence, 18-24 h; cells fed with added oleic acid. Potency in µM for hits, for the others lipid storage change, negative = inhibition, % at the top dose, mostly 46.1 µM. hit rate 0.64% among 320,000; active = well fitted inhibition curve with a large enough effect in the signal ratio, with a control signal flat, not every such curve was filed as active; inconclusive = small, poorly fitted or top-dose-only effect, or effect the other way, or a change in a side signal; the % refers to the signal ratio
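Laser-scanning cytometry quantifies lipid droplet accumulation (500–530 nm total intensity; droplet/cell object ratio) in oleic acid-fed (400 uM added) Drosophila S3 cells treated with a concentration series. 20 uM Triacsin C defined 100% inhibition.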
Lipid storage S3 cell count max – further read-out of Lipid storage S3, marked with its call; cell number change, %; measured here: cell count max response;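 cells counted by Cell Tracker Red CMTPX staining in the red channel; peak over a dose series mostly up to 46.1 µM; percent activity relative to internal control wells on each plate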
An asterisk follows results filed as active; i = inactive; ? = inconclusive; . = no result given. % is scaled to controls: 0 for no effect and ±100 for the full control effect; potency is read from the fitted curve at half-maximal effect.

#	Lipid storage S3	Lipid storage S3 cell count max	Structure
1	-11.2%	16.5	O=C(Nc1nnc(S(=O)(=O)N2CCCCCC2)s1)c1cccc(Br)c1
2	?	.	Cc1cccc(C)c1NC(=O)CSc1nnc(C)c(=O)[nH]1
3	?	.	Cc1ccc(C)c(N2CCN(C(c3ccncc3)c3nnnn3Cc3ccccc3)CC2)c1 (stereo unspecified)
4	11.7%	1.0	COc1cc(-c2n[nH]c(=S)n2/N=C/c2cccn2C)cc(OC)c1OC
5	?	.	COc1ccccc1NC(=O)COC(=O)c1ccc(S(=O)(=O)NCc2ccco2)cc1
6	?	.	COc1ccc(-n2nc(C(=O)NCC(=O)Nc3cccc(C)n3)c3ccccc3c2=O)cc1
7	4.0%	9.4	CC(C)N(Cc1nccn1C)C(=O)CC1C(=O)NCCN1Cc1ccccc1C(F)(F)F (stereo unspecified)
8	-6.3%	-1.8	CCOc1ccc(OCC)c(NC(=O)CN2CCN(c3ccc(C)cc3C)CC2)c1
9	?	.	O=C(c1ccc(Cl)cc1)[C@@H]1[C@@H]2C(=O)N(c3ccccc3)C(=O)[C@@H]2C2c3ccccc3C=NN21 (stereo partly specified)
10	?	.	Cc1cccc(NC(=S)NC2CCCC2)c1C
11	-4.2%	-1.1	Cc1cccc(NS(=O)(=O)c2ccc3[nH]c(=O)cc(C(=O)O)c3c2)c1
12	?	.	O=C(c1ccc(OC2CCN(C/C=C/c3ccccc3)CC2)cc1)N1CCCC1
13	22.5%	5.5	C=CCn1c(-c2ccccc2)nc(=S)c2c1CC(C)(C)OC2
14	i	.	CCC(=O)Nc1nnc(SCc2cccc(F)c2)s1
15	11.6%	.	Cc1[nH]n(-c2ccccc2)c(=O)c1C=NC1CCCCC1
16	?	.	CC1(C)CC(=O)C=C(NCCN2CCN(C(=O)Nc3ccc(Cl)c(Cl)c3)CC2)C1
17	?	.	CCOC(=O)c1c2ccccc2[n+]([O-])n1[C@@H](C)C(N)=O
18	?	.	COc1ccc(C(=O)NNC(=O)C(NC(=O)c2cc(OC)cc(OC)c2)C(C)C)cc1 (stereo unspecified)
19	i	3.8	O=C(NCc1cccc(Cl)c1)c1cc(=O)[nH]c2ccccc12
20	-2.3%	-7.7	Cc1ccc(S(=O)(=O)NCCC(=O)NCC(c2ccc(F)cc2)N2CCOCC2)cc1 (stereo unspecified)
21	6.9%	10.3	Cc1cccc(-n2c(SCC(=O)c3c(N)n(C4CC4)c(=O)[nH]c3=O)nnc2N2CCOCC2)c1
22	?	.	Cc1cc(C)cc(-n2cnc3cc(C(=O)O)ccc32)c1
23	27.8%	21.0	CC1(C)Cc2cccc(OCC(=O)OCC(=O)Nc3cccc(S(N)(=O)=O)c3)c2O1
24	?	.	CCN(CC)c1ccc(/C=N/NC(=S)NCc2ccc(OC)cc2)cc1

An excerpt of these results, tab-delimited:
No.	smiles	Lipid storage S3	Lipid storage S3 cell count max
23	CC1(C)Cc2cccc(OCC(=O)OCC(=O)Nc3cccc(S(N)(=O)=O)c3)c2O1	27.8%	21.0
21	Cc1cccc(-n2c(SCC(=O)c3c(N)n(C4CC4)c(=O)[nH]c3=O)nnc2N2CCOCC2)c1	6.9%	10.3
17	CCOC(=O)c1c2ccccc2[n+]([O-])n1[C@@H](C)C(N)=O	?	.
20	Cc1ccc(S(=O)(=O)NCCC(=O)NCC(c2ccc(F)cc2)N2CCOCC2)cc1 (stereo unspecified)	-2.3%	-7.7
14	CCC(=O)Nc1nnc(SCc2cccc(F)c2)s1	i	.

Additional entries follow.
#	Lipid storage S3	Lipid storage S3 cell count max	Structure
25	?	.	COc1ccc(NC(=O)c2cc([N+](=O)[O-])ccc2O)cc1
26	0.5%	27.2	COc1cc(C=O)ccc1OC(=O)N1CCOCC1
27	?	.	CN(Cc1ccc(Cl)cc1Cl)C(=O)CCNC(=O)c1ccco1
28	-2.1%	-22.0	O=c1c2cc(-c3ccccc3)sc2ncn1/N=C/c1ccco1
29	?	.	COc1ccc(C(C(=O)NCC2CCCO2)N(Cc2cccs2)C(=O)c2snc(C(N)=O)c2N)cc1 (stereo unspecified)
30	11.8%	-1.4	O=C(Nc1ccc2nn(-c3ccc(F)cc3)nc2c1)c1cccnc1
31	4.9%	3.7	O=C(CCN1C(=O)C2C3CCC(C3)C2C1=O)Nc1ccccc1Cl (stereo unspecified)
32	-11.9%	-10.4	Cc1cc(C)cc(N(C(=O)c2sc(C)nc2C)C(C(=O)NC(C)(C)C)c2ccncc2)c1 (stereo unspecified)
33	?	.	O=C(Nc1ccccc1F)Nc1ccccc1N1CCCCC1
34	?	.	COc1ccc2cc(/C=C/C(=O)N3CCN(CC(=O)N4CCCCCC4)CC3)ccc2c1
35	?	.	O=C(O)CN(Cc1ccco1)S(=O)(=O)c1ccccc1
36	?	.	CCOc1ccc(N(CC(=O)NCC2CCCO2)C(=O)CCC(=O)Nc2nccs2)cc1 (stereo unspecified)
37	?	.	O=C(O)c1cccc(NCc2ccncc2)c1
38	?	.	O=c1cnnc(SCCc2ccccc2)[nH]1
39	?	.	C=CCc1c(C)nc(-c2ccccc2)nc1N/N=C(\C)c1ccccc1
40	?	.	Cc1csc(=NC(=O)c2ccccc2)n1Cc1ccco1
41	2.7%	24.7	FC(F)(F)c1ccncc1-c1nnc(C2CCCCC2)o1
42	-3.6%	-3.8	C=CCNC(=S)N/N=C/c1cn(-c2ccccc2)nc1-c1ccc(OC)cc1
43	?	.	O=C(NOCc1ccccc1)c1ccc([N+](=O)[O-])cc1
44	15.9%	.	O=C(C[n+]1cccc2ccccc21)c1ccccc1
45	15.2%	5.5	COc1ccc(N2C(=O)c3ccccc3NC2c2ccc(OC)c(COc3ccccn3)c2)cc1 (stereo unspecified)
46	?	.	Cc1cccc(C)c1-n1nnnc1SCSc1nnnn1-c1c(C)cccc1C
47	-3.9%	9.6	Cc1ccc(CC(=O)Nc2nnc(-c3ccc(F)cc3)o2)c(C)c1
48	?	.	Cc1ccc(NS(=O)(=O)c2ccc(OCC(N)=O)cc2)cc1
49	5.1%	-9.2	O=C1C2CCCN2C(=S)N1c1ccccc1 (stereo unspecified)
50	2.5%	-15.6	Cn1c(-c2ccc(Br)o2)nc2ccccc21
51	?	.	O=C(NC(=S)Nc1ccccc1)C1CCCCC1
52	?	.	CC(C)(C)C(=O)/C(=C/c1ccc(Cl)cc1)n1cncn1
53	?	.	CCSc1cc(N2CCCC2)nc(-c2ccccc2)n1
54	?	.	Cc1ccc(C(c2ccc(C)o2)c2cccc([N+](=O)[O-])c2O)o1
55	16.3%	1.6	O=C(Nc1sc2c(c1C(=O)O)CCCCC2)c1ccccc1
56	?	.	O=C(Nc1ccc(Oc2cccnc2)cc1)C1CCN(Cc2cc(Cl)ccc2O)CC1
57	?	.	O=C(COC(=O)c1cc[n+]([O-])cc1)Nc1cccc(Br)c1
58	4.7%	4.7	COc1ccccc1-c1nnc(Nc2nc3c(OC)cccc3s2)o1
59	-4.0%	-7.4	O=C(Cn1cc(C(F)(F)F)cc(Cl)c1=O)Nc1cc(S(=O)(=O)N2CCOCC2)ccc1Cl
60	?	.	CC(O)CNc1ccc(-c2nn(C)c(=O)c3ccccc23)cc1[N+](=O)[O-] (stereo unspecified)
61	-13.7%	-4.1	Cc1ccc(S(=O)(=O)Oc2ccccc2/C=C2\SC(=O)NC2=O)cc1
62	?	.	COCCN(C(=O)c1csnn1)C(C(=O)NC1CCCC1)c1ccc(C)cc1 (stereo unspecified)
63	?	.	CCc1ccc(NC(=O)CC2C(=O)NCCN2C(=O)c2ccccc2OC)cc1 (stereo unspecified)
64	0.3%	12.4	COc1ccc(/C=N/Nc2ccccn2)cc1O
65	6.3%	22.9	O=C(Nc1ccccc1F)C1C2C=CC3(O2)C1C(=O)N(c1cccnc1)C3C(=O)NC1CCCCC1 (stereo unspecified)
66	?	.	Cc1ccc(S(=O)(=O)N2CCCC(C(=O)N3CCN(c4ccccc4)CC3)C2)cc1 (stereo unspecified)
67	?	.	O=C(CC1C(=O)NCCN1C(=O)Nc1ccccc1)Nc1ccc2c(c1)OCCO2 (stereo unspecified)
68	?	.	O=C(Nc1ncccn1)c1ccc(C(F)(F)F)cc1
69	-8.3%	-7.9	Cc1ccc2c(c1)NC(=O)c1cc([N+](=O)[O-])ccc1O2
70	-4.7%	-7.9	CCN(CC)CCSc1nnc(Nc2ccccc2)n1-c1ccccc1
71	-17.6%	-11.8	O=C(O)c1cc2nc(-c3ccccc3)cc(-c3ccccc3)n2n1
72	?	.	O=C(NCc1ccccc1)c1nnc(CS(=O)(=O)c2ccccc2)o1

Fetched by compound from the list above, 4 records:
#	Lipid storage S3	Lipid storage S3 cell count max	Structure
64	0.3%	12.4	COc1ccc(/C=N/Nc2ccccn2)cc1O
70	-4.7%	-7.9	CCN(CC)CCSc1nnc(Nc2ccccc2)n1-c1ccccc1
72	?	.	O=C(NCc1ccccc1)c1nnc(CS(=O)(=O)c2ccccc2)o1
65	6.3%	22.9	O=C(Nc1ccccc1F)C1C2C=CC3(O2)C1C(=O)N(c1cccnc1)C3C(=O)NC1CCCCC1 (stereo unspecified)

(next part)
#	Lipid storage S3	Lipid storage S3 cell count max	Structure
73	?	.	Cc1c(C)n(CC(O)CN2CCCCC2)c2ccccc12 (stereo unspecified)
74	?	.	CC1(/[N+]([O-])=C\c2ccccc2F)CCCCC1=O (stereo unspecified)
75	?	.	CC1=NN(C(N)=S)C(=O)C1N=Nc1ccc(C)c(Br)c1 (stereo unspecified)
76	?	.	CC(=O)N1CCN(S(=O)(=O)c2ccc(S(=O)(=O)NC3CC3)cc2)CC1
77	?	.	CC(C)(C)C(=O)/C=C(\N)c1ccncc1
78	27.6%	.	COc1ccc(OCCOC(=O)c2cccc(-n3cnnn3)c2)cc1
79	9.2%	5.4	Cc1c(-n2c(=S)[nH]c3ccccc3c2=O)c(=O)n(-c2ccccc2)n1C
80	-0.9%	-0.6	COCCN1CN=C(Nc2nc3ccccc3o2)NC1
81	?	.	Cn1c(SCC(=O)Nc2ccccc2Cl)nnc1C1CC1
82	3.8%	-4.7	Cc1ccc(CNC(=O)CN(Cc2ccccc2)S(C)(=O)=O)cc1
83	i	2.0	CN(Cc1cc2ccccc2[nH]c1=O)C(=O)C1CCCCC1
84	8.2%	11.2	Cn1c(=O)c(=O)n(C)c2cc(S(=O)(=O)N3CCCCCC3)ccc21

A different layout for part of the listing above.
79) Cc1c(-n2c(=S)[nH]c3ccccc3c2=O)c(=O)n(-c2ccccc2)n1C
80) COCCN1CN=C(Nc2nc3ccccc3o2)NC1
assay / compound | 79 | 80
Lipid storage S3 | 9.2% | -0.9%
Lipid storage S3 cell count max | 5.4 | -0.6

(further entries)
#	Lipid storage S3	Lipid storage S3 cell count max	Structure
85	?	.	Cc1ccc(C(c2nnnn2CS(=O)(=O)c2ccc(C)cc2)N2CCC(C(N)=O)CC2)cc1 (stereo unspecified)
86	8.2%	7.1	CC(C)c1ccccc1NC(=O)C1CN(S(=O)(=O)c2ccccc2)CCN1S(=O)(=O)c1ccccc1 (stereo unspecified)
87	?	.	O=C(CNC(=O)c1nc[nH]c1C(=O)N1CCN(c2ccccc2)CC1)OCc1ccccc1
88	8.1%	12.2	COc1ccc(OC)c(-n2nnnc2SCC(=O)Nc2cc(C)ccc2OC)c1
89	-7.5%	0.1	Cc1ccc(N(C(=O)CS(=O)CC(=O)Nc2ccc(F)cc2)C(C(=O)NC2CCCCC2)c2ccco2)cc1 (stereo unspecified)
90	?	.	O=C(N/N=C/C=C/c1ccc2c(c1)OCO2)C(O)c1ccccc1 (stereo unspecified)
91	i	-31.7	Cc1cc(OCC(=O)N2CCCC2)cc(C)c1Cl
92	4.6%	-9.4	COc1cc(/C(C#N)=C/c2ccccc2)c([N+](=O)[O-])cc1OC
93	i	-21.8	O=C1C(Cl)=C(N2CCOCC2)C(=O)N1c1cccc(C(F)(F)F)c1
94	?	.	Cc1ccccc1NC(=S)N1CCC(NC(=O)c2ccco2)CC1
95	?	.	CCc1ccc(OCc2nnc(SCCN3CCOCC3)n2CC)cc1
96	?	.	O=c1cc(/N=C/c2coc3c(ccc4ccccc43)c2=O)[nH]c(=S)[nH]1
97	2.7%	10.7	Cc1ccc(OCc2nnc(SCC(=O)NCc3ccco3)n2C)cc1
98	?	.	COc1ccc(CNC(=O)CN(C(=O)c2snc(C(N)=O)c2N)c2ccccc2F)cc1
99	i	-12.5	COC(=O)c1ccc(NC(=O)c2ccc(N(C)S(C)(=O)=O)cc2)cc1
100	?	.	CCN(C(=O)COC(=O)CSc1ccc(C)c(C)c1)C1CCS(=O)(=O)C1 (stereo unspecified)
101	i	.	CCN(CC(=O)Nc1sc2c(c1C#N)CCCC2)CC(=O)NC1CCS(=O)(=O)C1 (stereo unspecified)
102	?	.	CC(C)CC1C(C#N)=C(N)OC2=C1C(=O)CC(c1ccccc1)C2 (stereo unspecified)
103	?	.	C=CCN1C(=O)C(O)(CC(=O)c2ccc(N)cc2)c2ccccc21 (stereo unspecified)
104	2.5%	5.9	O=C(C[n+]1ccccc1)N/N=C/c1ccc(Cl)c(Cl)c1
105	?	.	CC1CC(C)CN(C(=O)COC(=O)COc2ccccc2C#N)C1 (stereo unspecified)
106	?	.	O=C(Nc1nc2ccccc2s1)c1ccccc1
107	i	20.5	CC(=O)Nc1ccc(C(=O)NNC(=O)C2C3CCCCC32)cc1 (stereo unspecified)
108	?	.	CCOC(=O)COn1c(=O)c(-c2ccc(Cl)cc2)[n+]([O-])c2ccccc21
109	?	.	Cc1ccc(N=CNc2ccc(C)cc2C)c(C)c1
110	1.8%	-0.9	C[C@H](CS)C(=O)N1CCC[C@H]1C(=O)O
111	?	.	COc1ccc(-n2c(-c3ccccc3)nc(=S)c3c2CCCC3)cc1
112	i	0.7	Cc1ccc(-c2nc(Nc3ccccc3)n[nH]2)cc1
113	?	.	Nc1nc2nc(-c3ccc(F)cc3)cc(C(F)(F)F)n2n1

Assay outcomes from PubChem BioAssay.

Not all compounds are listed; the hit share may differ from the screen's.
